High-throughput results from PubChem BioAssay.
Pf growth 96h: inhibits malaria parasite growth, 96 h. P. falciparum luciferase reporter growth, 96 h. Potency, µM (highest dose often 28.7 µM), for the others: at the highest dose activity change, negative = inhibition, actives largely listed as inhibitors. 320,000 compounds, 6.9% hits. AID 504834; note: potency is the fitted concentration of half-maximal effect; % is set by controls: 0 for no effect and ±100 for the full control effect
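Infected RBCs, 2% Hct / 0.05% parasitemia final; luciferase-reporter P. falciparum; cpd 96 h, 37 C, 5% CO2; luciferase detection reagent; luminescence.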
Cycloheximide cs: counter-screen for Shiga toxin inhibitors: cycloheximide protein synthesis inhibition | AID 2314 | cell reporter, cycloheximide protein synthesis inhibition counterscreen | 300,000 compounds, 12% hits | max response, %; in the data active = max response mostly above about 13%, no sharp cut-off; inactive = mostly below about 14%; note: read at 38.3 µM for the half of the compounds with a filed dose; 0% is about no effect
TbPYK inhibitor: inhibitors of Trypanosoma brucei pyruvate kinase; Q57TT1; TbPYK enzyme, Kinase-Glo Plus ATP luminescence, 45 min; Potency, µM (series often up to 76.8 µM), inactives show at the highest dose activity, negative = inhibition, most hits filed as inhibitors; 410,000 compounds, 0.12% hits; AID 624173; note: potency is the fitted concentration of half-maximal effect; % is set by controls: 0 for no effect and ±100 for the full control effect; nearly all actives have a fitted effect of over 50% in size
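Quantitative HTS: titrated library compounds versus trypanosomal pyruvate kinase in TEA buffer (pH 7.2) containing KCl, MgCl2, BSA and Tween-20. Reactions were initiated with ADP, 130 uM final. Kinase-Glo Plus luminescence was read after 45 min at RT.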
LmPK inhibitor: blocks Leishmania mexicana pyruvate kinase activity. purified LmPK, Kinase-Glo ATP luminescence, 1 h. Potency, µM (highest dose often 57.5 µM), without a hit: top-dose activity change, negative = inhibition, hits mostly inhibitors. 290,000 compounds, 0.37% hits. AID 1721; note: potency is the fitted concentration of half-maximal effect; % is set by controls: 0 for no effect and ±100 for the full control effect
Target sequence (Q27686 whole entry, looked up): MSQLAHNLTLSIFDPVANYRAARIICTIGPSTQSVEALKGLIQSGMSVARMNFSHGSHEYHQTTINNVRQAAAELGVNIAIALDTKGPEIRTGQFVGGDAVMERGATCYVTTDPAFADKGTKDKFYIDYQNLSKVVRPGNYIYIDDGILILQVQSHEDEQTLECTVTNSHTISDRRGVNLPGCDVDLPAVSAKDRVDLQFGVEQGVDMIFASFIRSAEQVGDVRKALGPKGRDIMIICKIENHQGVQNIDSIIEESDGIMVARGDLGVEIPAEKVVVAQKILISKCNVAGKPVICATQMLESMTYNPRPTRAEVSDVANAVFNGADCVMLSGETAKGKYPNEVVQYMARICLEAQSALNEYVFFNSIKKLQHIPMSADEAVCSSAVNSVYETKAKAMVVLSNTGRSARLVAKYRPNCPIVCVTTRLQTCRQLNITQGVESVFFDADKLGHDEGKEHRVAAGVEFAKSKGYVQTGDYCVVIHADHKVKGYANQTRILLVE
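0.1 nM LmPK, 0.5 mM PEP, 0.1 mM ADP; 50 mM imidazole pH 7.2, 7 mM MgCl2, 50 mM KCl; 1 h RT. Kinase-Glo luminescence readout, normalized to no-enzyme (full inhibition) and uninhibited wells.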
AMA1-RON2 inh: inhibitors of Plasmodium falciparum AMA1-RON2 interaction. 360,000 compounds, 0.2% hits. AlphaScreen AMA1-biotinylated RON2 peptide binding. Potency, µM (doses to about 58.2 µM), for inactives: at the top dose activity change, negative = inhibition, usual class: inhibitors. AID 720542;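 note: potency is the fitted concentration of half-maximal effect; 0% = vehicle wells and -100% = peptide control; nearly all actives have a fitted effect of over 45% in size; some results filed as inactive show a strong effect at the top dose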
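AMA1 (3D7) with his tag at 25 nM final met compounds first, then biotinylated RON2 peptide at 25 nM; detection used donor plus acceptor beads, 10 µg/mL apiece, read by AlphaScreen after 30 min at room temperature.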
Pf growth 48h: P. falciparum growth inhibition at 48 hours (one generation); P. falciparum luciferase growth in erythrocytes, 48 h; Potency, µM (series often up to 28.7 µM), without a hit: at the highest dose activity change, negative = inhibition, actives largely listed as inhibitors; 310,000 compounds, 5.9% hits; AID 504832; note: potency is the fitted concentration of half-maximal effect; % is set by controls: 0 for no effect and ±100 for the full control effect
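Cell-based growth assay: transgenic P. falciparum expressing firefly luciferase, cultured in red cells within RPMI 1640 containing 0.5% w/v Albumax, 24 mM bicarbonate and gentamycin. A drop in luciferase activity indicates inhibition.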
Shiga inhibitor: inhibitors of Shiga toxin in Vero cells | Vero cells, Shiga toxin protein synthesis inhibition reporter | 290,000 compounds, 9.2% hits | inhibition, % at 38.7 µM; in the data active = inhibition mostly above about 28%, no sharp cut-off; inactive = mostly below about 43%; note: 0% is about no effect
Numbers without * were called inactive; i = inactive; ? = inconclusive; / = not tested or not shown; & = joins results of further samples; [ ] = another dose, or the depositor's remark. Unless noted, calls come from the whole dose curve; as a rule, active = well fitted curve in the direction sought with a large enough effect; inconclusive = small, poorly fitted or top-dose-only effect, or another doubt; inactive = no such curve, though single readings can be large; an effect the other way counts as inactive or inconclusive.

Second line of a record: Pf growth 96h	Cycloheximide cs	TbPYK inhibitor	LmPK inhibitor	AMA1-RON2 inh	Pf growth 48h	Shiga inhibitor
[1] CCC(=O)N1CCc2cc(Br)cc(S(=O)(=O)N(C)c3ccc(OC)cc3)c21
→ ?	0	-6%	1%	5%	?	-12
[2] CC1(C)OC(=O)C(=CNCC(O)c2ccccc2)C(=O)O1 (configuration not stated)
→ ?	-7	5%	-1%	-1%	?	-15
[3] O=C(CN1CCN(S(=O)(=O)N2CCCCC2)CC1)Nc1ccc(Br)cc1
→ 17%	-1	3%	4%	8%	-4%	-8
[4] CCCCn1c(N)c(N(CCOC)C(=O)c2ccc(-c3ccc(Cl)cc3)o2)c(=O)[nH]c1=O
→ -10%	/	-11%	/	-5%	?	/
[5] COc1ccc(S(=O)(=O)Cc2ccc(C(=O)N3CCN(c4cc(C)ccc4C)CC3)o2)cc1
→ 4.7µM*	14*	-2%&1%	9%	-10%	7%	-5
[6] CC(C)(C)NC(=O)C(c1c[nH]c2ccccc12)N(C(=O)Cn1nnc(-c2ccc(Cl)cc2)n1)c1ccccc1F (configuration not stated)
→ 30%	3	-7%	-2%	-4%	?	4
[7] O=[N+]([O-])c1ccc(OS(=O)(=O)Cc2ccccc2)cc1
→ 4%	-5	-22%	13%	3%	11%	-14
[8] CCOc1ccccc1NC(=O)NC(C)c1ccc2c(c1)OCO2 (configuration not stated)
→ ?	-3	/	1%	/	8%	-10
[9] CCc1nnc(NC(=O)c2ccc(NS(=O)(=O)c3ccccc3)cc2)s1
→ 47%[activator]	-2	-8%	14%	-3%	1%	2
[10] CCOC(=O)C(C)Sc1ccc2nnc(-c3ccc(F)cc3)n2n1 (configuration not stated)
→ ?	-3	?	-7%	-1%	?	-12
[11] COc1ccc(NS(=O)(=O)c2cccc(C(=O)OCC(=O)N3CCN(c4ccc(OC)cc4)CC3)c2)cc1
→ ?	/	-10%	/	-20%	?	/
[12] CCC1CCCCN1CCNS(=O)(=O)c1ccc2c(c1)oc(=O)n2C (configuration not stated)
→ -20%	6	-6%	2%	27%	10%	-2
[13] COc1ccc(C(CNC(=O)Nc2ccccc2)N2CCN(C)CC2)cc1 (configuration not stated)
→ 57%	1	-7%	-4%	3%	7%	3
[14] Cc1ccccc1CN1CCN(S(=O)(=O)c2cccs2)CC1
→ 2%	1	2%	-1%	-11%	1%	-3
[15] Cc1cccc([N+](=O)[O-])c1NC(=O)COC(=O)C1CCCO1 (configuration not stated)
→ 40%	/	3%	/	-6%	22%	/

Further results.
Second line of a record: Pf growth 96h	Cycloheximide cs	TbPYK inhibitor	LmPK inhibitor	AMA1-RON2 inh	Pf growth 48h	Shiga inhibitor
[16] COc1ccc(NC(=O)Cc2nnc(SCC(=O)Nc3nccs3)n2C)cc1
→ 3.3µM*	-2	1%	-4%	-1%	11%	-2
[17] C/C(=N\O)C(C)(C)Nc1cccc(F)c1
→ 25%	-2	0%	1%	-2%	8%	-8
[18] O=C(/C=C/NNC(=O)c1cccc(Br)c1)c1cccc(Br)c1
→ /	2	-6%	7%	29%	9.3µM*	50
[19] COc1cccc(OC)c1C(=O)NC(=S)NCc1ccccc1
→ ?	-1	1%	0%	0%	-7%	2
[20] COc1ccc(NC(=S)N2CCNC(=O)C2CC(=O)Nc2cccc(Cl)c2C)cc1 (configuration not stated)
→ 9%	5	-7%	2%	-6%	15%	9
[21] CC(C)CC1=C/C(=C/c2ccc(-c3ccccc3)o2)C(=O)O1
→ ?	9	-12%	2%	-9%	?	40*
[22] CCN(CC)c1ccc(C(=O)NNC(=O)CN2C(=O)NC3(CCCCC3)C2=O)cc1
→ -13%	/	3%	/	24%	-13%	/
[23] O=C(CS(=O)(=O)c1ccccc1)N1CCc2ccccc21
→ 0.83µM*	40*	3%	-29%	8%	54%[activator]	74*
[24] NS(=O)(=O)c1ccc(CCNC2CC(=O)N(CCc3ccccc3)C2=O)cc1 (configuration not stated)
→ /	-7	-7%	-1%	-3%	13%	12
[25] Cc1ccc(/C=C2/NC(=O)N(Cc3ccccc3)C2=O)o1
→ -18%	-1	?	-4%	0%	-19%	9
[26] COc1cccc(CNC(=O)CN(C)S(=O)(=O)c2ccc3c(c2)n(C)c(=O)c(=O)n3C)c1
→ ?	2	0%	1%	-12%	?	10
[27] Cc1ccc(NC(=O)CCNS(=O)(=O)c2ccc3[nH]c(=O)oc3c2)c(C)c1
→ -8%	-9	1%	-6%	-2%	6%	-10
[28] CCCNc1nc(-c2ccccc2)c(C(=O)OCC)cc1C#N
→ 0%	4	0%	-3%	34%[activator]	12µM*	-8
[29] COc1cc(C(=O)N2CCN(C(=O)Cc3ccccc3)CC2)cc(OC)c1OC
→ -26%	0	-6%	1%	12%	1%	-11
[30] O=C(Nc1ccc(Br)cn1)c1ccc([N+](=O)[O-])o1
→ ?	49*	5%	-4%	-14%	-38%	51*

Carrying on.
Second line of a record: Pf growth 96h	Cycloheximide cs	TbPYK inhibitor	LmPK inhibitor	AMA1-RON2 inh	Pf growth 48h	Shiga inhibitor
[31] CC(=O)N1CCN(C(=O)C2(NC(=O)Nc3ccccc3Cl)CCCCC2)CC1
→ 52%	-5	-2%	-1%	-7%	6%	2
[32] CN(CC(=O)Nc1ccccc1Br)C(=O)c1n[nH]c2ccccc12
→ -1%	/	3%	/	-14%	10%	/
[33] Fc1cccc(CSc2ccc3nnc(-c4ccccn4)n3n2)c1
→ 1.9µM*	-7	3%	2%	?	?	-3
[34] COc1cc(OC)cc(C(=O)NCCc2cnc[nH]2)c1
→ 0%	-2	1%	3%	-4%	17%	1
[35] Cc1ccc(N=Cc2ccc(N(C)C)cc2)cc1
→ 15%	7	-2%	0%	-3%	60%[activator]	-12
[36] Cc1cc2c(NC(=O)CCCC(=O)O)cccc2nn1
→ 21%	-1	4%	-3%	-4%	6%	17
[37] Cc1cccc(NC(=S)N2CCN(c3cc(C)ccc3C)CC2)c1
→ 0%	2	0%	-1%	0%[11.6 µM]	13%	-20
[38] COc1cc(/C=C/C(=O)NC(C)(C)C)ccc1OCc1ccccc1
→ -5%	6	-6%	0%	3%	?	9
[39] N=c1c2c(n(Cc3ccc(Cl)c(Cl)c3)c3c1CCC3)CCCC2
→ 10%	-2	-4%	1%	-2%	0.15µM*	-21
[40] CCC(=O)Nc1cccc(NC(=O)CSc2nnc(-c3ccc(NS(C)(=O)=O)cc3)n2CC)c1
→ -11%	0	0%	4%	0%	-10%	-33
[41] CCOc1ccccc1C1c2[nH]c3ccccc3c2C[C@H]2C(=O)N(C3CC3)CC(=O)N12 (some centres not stated)
→ 9.3µM*	-2	-11%	3%	-2%	?	-10
[42] CC(=O)N1CCN(S(=O)(=O)c2ccc(C)c([N+](=O)[O-])c2)C1C(C)C (configuration not stated)
→ -18%	-7	-3%	8%	1%	1%	-5
[43] O=C(NC1C2CCCC1CN(C1CC1)C2)c1ccc(Cl)cc1 (configuration not stated)
→ ?	-2	5%	-9%	5%	?	1
[44] Cc1c(CCC(=O)NCCCn2ccnc2)c(=O)oc2cc3oc4c(c3cc12)CCCC4
→ ?	11	1%	-6%	4%	10µM*	20
[45] C/C(=N\Nc1ccc(Cl)cc1)c1c(O)cc(C)oc1=O
→ 103%[activator]	18	-7%	-7%	8%	i	12

Carrying on.
Second line of a record: Pf growth 96h	Cycloheximide cs	TbPYK inhibitor	LmPK inhibitor	AMA1-RON2 inh	Pf growth 48h	Shiga inhibitor
[46] CC(C)C(C)(NC(=O)c1cccn(Cc2ccc3c(c2)OC(F)(F)O3)c1=O)C(N)=O (configuration not stated)
→ ?	-5	-6%	4%	-16%	17%	4
[47] CC(C)=CCN1CCN(Cc2cccc3nccnc23)CC1CCO (configuration not stated)
→ ?	1	1%	11%	7%	32%[activator]	7
[48] S=C(NCC1CCCCC1)Nc1ccc(Oc2ccccc2)cc1
→ -13%	-2	6%	3%	47%[activator]	-25%	21
[49] CC1CC(C)(C)NC(=S)N1CCC(=O)Nc1ccc2c(c1)OCCO2 (configuration not stated)
→ 1.5µM*	13	-6%	-2%	12%	-21%	-10
[50] COC(=O)c1ccc(CO/N=C(\NC(C)=O)c2nonc2NC(C)=O)cc1
→ -1%	-5	-3%	1%	2%	2%	-8
[51] Cc1ccc2c(c1)N(C(=O)CCC(=O)NCc1cccnc1)CC(C)O2 (configuration not stated)
→ 13µM*	-4	2%	-2%	12%	-9%	2
[52] CCC[C@@H]1CCCO[C@@](C(=O)NCc2cc(C)n(C)n2)(C(F)(F)F)C1
→ /	5	-5%	/	4%	/	-4
[53] O=[N+]([O-])C1=CC=C2C(=NC3(CCCCC3)N2O)C1=NCCc1ccccc1
→ ?	-6	-20%	6%	-22%	-2%	-2
[54] O=C(N/N=C/c1ccc2nccnc2c1)c1ccncc1
→ ?	18	-16%	-3%	6%	10%	11
[55] COc1ccc(N(CC(=O)N2CCN(Cc3ccccc3)CC2)S(=O)(=O)c2ccccc2)cc1
→ 5.9µM*	-3	-7%	2%	-5%	?	-2
[56] O=C(NCCc1ccccc1)C(c1ccccc1F)N(C(=O)c1csnn1)C1CC1 (configuration not stated)
→ ?	-3	-4%	0%	-4%	-10%	-3
[57] O=C1NC(=NCc2ccccc2)S/C1=C/c1ccc(O)cc1
→ ?	13*	-3%	3%	10%	?	16
[58] C#CCN(Cc1ccco1)C(=O)c1cc(COc2ccc(F)cc2Cl)on1
→ 11%	15	0%	1%	-5%	?	47*
[59] COc1ccc(/C=N/NC(=O)CN2CCCCCCC2)c(C)c1C
→ 4%	3	-12%	7%	-18%	11%	25
[60] COc1cccc(N2CCN(c3c4c(nc5ncnn35)CCC4)CC2)c1
→ 13µM*	-2	-5%	-5%	-5%	?	-9
[61] CCC(C)NS(=O)(=O)c1ccc(S(=O)(=O)N2CC=C(c3ccc(F)cc3)CC2)cc1 (configuration not stated)
→ -5%	-1	0%	-1%	-3%	-28%	-1

Gathered by group: the entries above with a nitro group on carbon
Second line of a record: Pf growth 96h	Cycloheximide cs	TbPYK inhibitor	LmPK inhibitor	AMA1-RON2 inh	Pf growth 48h	Shiga inhibitor
[7] O=[N+]([O-])c1ccc(OS(=O)(=O)Cc2ccccc2)cc1
→ 4%	-5	-22%	13%	3%	11%	-14
[15] Cc1cccc([N+](=O)[O-])c1NC(=O)COC(=O)C1CCCO1 (configuration not stated)
→ 40%	/	3%	/	-6%	22%	/
[30] O=C(Nc1ccc(Br)cn1)c1ccc([N+](=O)[O-])o1
→ ?	49*	5%	-4%	-14%	-38%	51*
[42] CC(=O)N1CCN(S(=O)(=O)c2ccc(C)c([N+](=O)[O-])c2)C1C(C)C (configuration not stated)
→ -18%	-7	-3%	8%	1%	1%	-5
[53] O=[N+]([O-])C1=CC=C2C(=NC3(CCCCC3)N2O)C1=NCCc1ccccc1
→ ?	-6	-20%	6%	-22%	-2%	-2
